IMPase Li cell – membrane-permeable IMPase blocker, potentiated with lithium; CHO-M1 cells, IP1 TR-FRET (IP-One), carbachol + lithium; Potency, µM (top dose mostly 59.4 µM), inactives show at the highest dose activity, negative = IMPase inhibition, most hits filed as inhibitors; 210,000 tested, 0.35% active; AID 1457;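 further: IP1 builds up when IMPase is blocked and the TR-FRET signal falls; plate controls were basal vehicle for no effect and high inhibitor control for full effect; nearly all actives have a fitted effect of over 50% in size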
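Test compounds were applied to CHO-M1 cells previously cultured for 16–30 h at 2000 per well. A small lithium amount accompanied them; after 30 min at 37C, IP1 was quantified by TR-FRET.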
Epigenetic reg – derepresses silenced GFP reporter in murine cells; 280,000 tested, 0.2% active; Potency, µM (top dose mostly 53.9 µM), inactives show at the top dose GFP activation, hits mostly activators; murine LDR cells, GFP reporter derepression, 30 h; further: % of control where 0% means no effect; nearly all actives have a fitted effect of over 60% in size
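Readout is the number of GFP-expressing murine LDR cells, counted by cytometry following washing. Cells were treated with compound for 30 h at 37 C; the stably integrated CMV-GFP locus is normally silent.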
KinaseGlo FLuc – blocks Kinase-Glo luciferase, a counter-screen artifact | AID 1379 | Potency, µM (highest dose often 38.3 µM), without a hit: top-dose activity change, negative = inhibition, most hits filed as inhibitors | Kinase-Glo luciferase, ATP luminescence, 8 min | 200,000 tested, 0.28% active; further: on the % scale 0 is the no-effect control and ±100 the full control effect; nearly all actives have a fitted effect of over 60% in size
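Compounds were added to a substrate mix at pH 7.2 (50 mM imidazole, 10 uM ATP, within the enzyme's linear range), followed by Kinase-Glo detection reagent; luminescence was measured after 8 minutes at ambient temperature.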
RECQ1 inh – blocks DNA unwinding by human RECQ1 | RECQ1 DNA unwinding, red fluorescence kinetic read | 240,000 tested, 0.54% active | AID 2549 | Potency, µM (highest dose often 57.3 µM), for inactives: at the highest dose activity, negative = inhibition, actives largely listed as inhibitors | P46063;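 further: plate controls were vehicle for no effect and no enzyme for full effect; nearly all actives have a fitted effect of over 30% in size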
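RECQ1T1 50 nM; forked duplex (20 bp + 30-nt ss tails) 200 nM, ATP 2 mM final; pH 8.0, 2 mM MgCl2, 2.5 ug/ml poly(dI-dC); 15 min compound preincubation; discontinuous kinetic read over 2 h at RT.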
KDM4E inh – JMJD2E (human) inhibition; B2RXH2; JMJD2E catalytic domain, FDH-coupled NADH fluorescence (FDH is formaldehyde dehydrogenase); Potency, µM (doses to about 57.1 µM), for inactives: at the highest dose activity change, negative = inhibition, usual class: inhibitors; 230,000 tested, 1.6% active; active means well fitted inhibition curve with a large enough effect, not every such curve was filed as active; inconclusive means small, poorly fitted or top-dose-only effect, or another doubt; inactive means no such curve, though single readings can be large or run the other way;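 further: 0% = wells with enzyme and -100% = buffer wells without enzyme; nearly all actives have a fitted effect of over 50% in size; many of its hits are not listed in these tables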
Target sequence (B2RXH2 1-337 limits assumed): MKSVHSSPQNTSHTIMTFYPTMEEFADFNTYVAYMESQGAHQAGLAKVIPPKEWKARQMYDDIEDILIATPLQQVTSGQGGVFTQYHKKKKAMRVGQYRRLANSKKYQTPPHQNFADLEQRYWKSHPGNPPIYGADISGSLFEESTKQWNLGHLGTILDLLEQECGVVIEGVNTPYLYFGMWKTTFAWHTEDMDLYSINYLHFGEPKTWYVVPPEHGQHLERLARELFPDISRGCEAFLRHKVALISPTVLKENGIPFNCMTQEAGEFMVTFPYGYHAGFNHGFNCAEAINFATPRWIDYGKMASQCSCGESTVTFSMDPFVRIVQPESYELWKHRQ
RGS12 GoLoco inh – blocks human Gai1 binding to RGS12 GoLoco peptide, red readout. Potency, µM (series often up to 61.6 µM), inactives show at the highest dose activity, negative = inhibition, hits mostly inhibitors. Gai1:RGS12 GoLoco peptide FP, rhodamine, 10 min. 230,000 tested, 0.44% active; active means well fitted inhibition curve with a large enough effect, not every such curve was filed as active; inactive means no such curve, though single readings can be large or run the other way; further: on the % scale 0 is the no-effect control and ±100 the full control effect; nearly all actives have a fitted effect of over 30% in size; many of its hits are not listed in these tables
Target sequence (P63096 whole entry, looked up): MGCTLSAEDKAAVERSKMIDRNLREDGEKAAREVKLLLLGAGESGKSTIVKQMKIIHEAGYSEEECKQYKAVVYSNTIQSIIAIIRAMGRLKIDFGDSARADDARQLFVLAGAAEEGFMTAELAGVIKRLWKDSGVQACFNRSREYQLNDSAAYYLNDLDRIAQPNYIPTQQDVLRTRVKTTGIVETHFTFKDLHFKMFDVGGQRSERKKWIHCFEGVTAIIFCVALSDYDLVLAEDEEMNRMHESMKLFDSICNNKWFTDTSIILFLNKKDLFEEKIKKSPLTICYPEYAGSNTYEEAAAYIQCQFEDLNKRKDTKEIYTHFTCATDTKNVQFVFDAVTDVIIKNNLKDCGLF
NPSR antagonist – antagonists of human neuropeptide S receptor cAMP signaling. Q6W5P4. CHO-NPSR cells, cAMP TR-FRET, antagonist mode. Potency, µM (highest dose often 38.3 µM), for the others: at the top dose activity change, negative = inhibition, most hits filed as inhibitors. 220,000 tested, 1% active; further: on the % scale 0 is the no-effect control and ±100 the full control effect; nearly all actives have a fitted effect of over 50% in size; many of its hits are not listed in these tables
Target sequence (Q6W5P4 whole entry, looked up): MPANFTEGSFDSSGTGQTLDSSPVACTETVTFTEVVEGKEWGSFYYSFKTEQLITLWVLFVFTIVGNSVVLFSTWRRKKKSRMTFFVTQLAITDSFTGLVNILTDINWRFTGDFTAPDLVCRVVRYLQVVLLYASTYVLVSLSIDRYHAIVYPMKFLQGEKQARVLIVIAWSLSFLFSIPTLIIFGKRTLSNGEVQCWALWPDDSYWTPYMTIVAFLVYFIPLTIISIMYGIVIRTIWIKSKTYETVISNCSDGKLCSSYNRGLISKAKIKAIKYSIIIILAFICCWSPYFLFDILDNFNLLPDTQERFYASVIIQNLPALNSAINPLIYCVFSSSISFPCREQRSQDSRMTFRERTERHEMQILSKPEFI
SMN2 splice enh – increases expression of the SMN2 splice variant; HEK293 SMN2-luciferase splicing reporter, luminescence, 30-36 h; Potency, µM (series often up to 46.1 µM), without a hit: at the highest dose activity change, positive = activation, actives largely listed as activators; 210,000 tested, 2.8% active; AID 1458; further: % of control where 0% means no effect; nearly all actives have a fitted effect of over 55% in size
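HEK293 cells carry an SMN2 minigene-luciferase reporter in which exon 7 inclusion puts luciferase in frame. Cells were seeded at 2000 cells/well, attached for 10-12 hours, then exposed to compounds for 30-36 hours at 37C before ONE-Glo luminescence.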
The depositor's hits bear a star; i = inactive; ? = inconclusive; . = no result given; [ ] = remark or other dose. Unless noted, the call rests on the fitted dose curve; in most records, active means well fitted curve in the direction sought with a large enough effect; inconclusive means small, poorly fitted or top-dose-only effect, or another doubt; inactive means no such curve, though single readings can be large; an effect the other way counts as inactive or inconclusive. Potency means the concentration at half of the fitted maximal effect.

SMILES	IMPase Li cell	Epigenetic reg	KinaseGlo FLuc	RECQ1 inh	KDM4E inh	RGS12 GoLoco inh	NPSR antagonist	SMN2 splice enh
Cc1ccc(C(=O)NC2(O)C(=O)c3ccccc3C2=O)cc1C	.	2.4%	.	33%[activator]	14µM*	5%	3%	.
COc1ccc(C2/C=C\CN(C(=O)NC34CC5CC(CC(C5)C3)C4)CC(=O)N2Cc2ccc(F)cc2)cc1 (stereo not given)	.	-1.9%	.	-2%	7%	0%	?	.
Cc1nnc(SCC(=O)NC23CC4CC(CC(C4)C2)C3)s1	5%	-1.3%	0%	i	-2%	9%	3%	5%
Cc1cc(C)c(S(C)(=O)=O)c(=O)[nH]1	10%	-6.9%	6%	-6%	-4%	-2%	10%	.
CC(=O)Nc1cc(C(=O)N(C)Cc2ccco2)ccc1Sc1ccc(Cl)cc1	12%	0.0%	2%	-11%	-1%	-9%	-14%[46.1 µM]	-17%
CCOC(=O)CSC1=C(C#N)C(=O)NC2(CCCCC2)S1	-5%[38.3 µM]	1.5%	5%	-2%	?	-27%	-10%[46.1 µM]	-1%
O=C(NCc1cccc(Cl)c1)c1ccc2nc[nH]c2c1	-1%	1.1%	-1%	-9%	2%	7%	11%	4%
COc1cccc(OC)c1C(=O)NC(=O)Nc1c(F)c(F)c(F)c(F)c1F	.	1.4%	.	-17%	-14%	-10%	-17%	.
CC(C(=O)Nc1ccccc1Cl)N(c1ccccc1)S(C)(=O)=O (stereo not given)	0%	-0.2%	.	i	3%	3%	-6%	.
Cc1cc(C)n2nc(SCCOc3ccccc3F)nc2n1	1%	-2.2%	2%	i	-4%	-7%	3%	14%
O=C(N/N=C/c1ccc(F)cc1)c1c(O)c2ccccc2[nH]c1=O	.	-0.9%	.	-3%	-7%	.	8%[46.1 µM]	.
COCCNC(=O)c1ccc(NS(=O)(=O)c2cc(C)ccc2C)cc1	5%[38.3 µM]	0.3%	-2%	-4%	10%	10%	-6%[46.1 µM]	-21%
Cc1occc1C(=O)OCC(=O)Nc1ccc(F)cc1	3%[38.3 µM]	-4.1%	13%	i	10%	-2%	4%[7.67 µM]	9%
CCc1ccc2c(c1)C1(NN=C(c3ccccc3)S1)C(=O)N2 (stereo not given)	11%	2.0%	-10%	-7%	-2%	5%	-25%[46.1 µM]	-62%[inhibitor]
COc1cc(NC(=O)c2ccc(Br)o2)ccc1NC(=O)c1ccccc1Cl	2%[38.3 µM]	-1.1%	4%	-26%	?	12%	-20%[46.1 µM]	-14%
CC(C)C(=O)Nc1ccc(C(=O)N2CCN(C(=O)c3ccco3)CC2)cc1	19%[38.3 µM]	1.0%	-3%	i	3%	-11%	10%[46.1 µM]	8%
Cc1nc(SCC(=O)NCc2ccc(F)cc2)c2c(=O)n(C)c(=O)n(C)c2n1	22%[38.3 µM]	1.3%	0%	i	-1%	-10%	22%[46.1 µM]	-15%
Cc1nn(-c2ccccc2)c2c1C(O)n1c(nc3ccccc31)S2 (stereo not given)	20%	3.7%	-2%	-8%	4%	-18%	?	25%
COc1cc2c(C(=O)N3CCN(C)CC3)c(C)oc2cc1Br	13%[38.3 µM]	-1.0%	0%	-3%	2%	-5%	3%[46.1 µM]	13%
O=C(CCC(=O)N1CCc2ccccc21)Nc1ccccc1	10%[38.3 µM]	3.0%	1%	-5%	0%	4%	-13%[46.1 µM]	.
O=C(NC1CCCc2ccccc21)C1CCN(S(=O)(=O)c2cccc3nsnc23)CC1 (stereo not given)	2%	2.7%	-2%	1%	-4%	-8%	-3%[46.1 µM]	-10%
Cc1cc2ncn(S(=O)(=O)N3CCCCC3)c2cc1C	33%[activator]	3.6%	-2%	1%	-1%	4%	-24%[46.1 µM]	-4%
O=C(Oc1ccc([N+](=O)[O-])cc1)c1ccc2ccccc2n1	5%	-3.2%	-4%	-6%	?	6%	-5%[46.1 µM]	4%
COCCNC(=O)c1ccc(C)c(S(=O)(=O)Nc2ccc(C)cc2)c1	19%[38.3 µM]	1.5%	-6%	i	-2%	-4%	-2%[46.1 µM]	4%
O=C1CCC(C(=O)N(Cc2ccco2)C2(C(=O)NC3CCCC3)CCCCC2)N1 (stereo not given)	-6%[38.3 µM]	-7.6%	-1%	-12%	-3%	11%	-9%[46.1 µM]	-9%
COc1ccc(-c2[nH]ncc2CN2CCN(c3ccc(F)cc3)CC2)cc1	.	4.3%	.	i	-10%	9%	10%	.
CC(=O)N1N=C(c2cccc(Cl)c2)OC1c1ccc(C(C)C)cc1 (stereo not given)	29%[38.3 µM]	0.7%	0%	-4%	-3%	-13%	-19%[46.1 µM]	4%
Oc1c(Cl)cc(Cl)cc1/C=N/c1nccs1	11%[38.3 µM]	0.0%	0%	i	?	23%	7%[46.1 µM]	1%
CC(=O)c1ccc(N2Cc3ccccc3C2=NC(=O)c2cccs2)cc1	-8%	2.3%	-4%	-9%	-16%	-1%	-2%	14µM*
COc1cccc(OCC(=O)O)c1	-4%	-1.5%	0%	-3%	1%	6%	3%	5%
COc1ccccc1NC1=NC(c2ccc(Cl)cc2)N=C(N)N1 (stereo not given)	24%[38.3 µM]	5.0%	2%	-10%	-2%	-3%	-7%[46.1 µM]	4%
COC(=O)C(CC(C)C)Oc1ccc2c(C)cc(=O)oc2c1 (stereo not given)	46%[activator][38.3 µM]	0.0%	2%	1%	?	1%	?	0%
CC(C)(C)C(=O)CSc1ncccn1	-1%	3.1%	-3%	i	-8%	4%	6%	6%
CC(C)(C)c1cc(/C=N/NC(=O)Cc2nc3ccccc3[nH]2)cc(C(C)(C)C)c1O	14%[38.3 µM]	-2.2%	17%	-6%	?	50%	-27%[46.1 µM]	-13%
Cc1cc(N2CCN(C)CC2)nc2ccc(NC(=S)NCc3cccs3)cc12	9%	-2.7%	-2%	1%	?	-2%	-24%	-6%
COC(=O)c1ccccc1C(=O)c1ccc2c(c1)NC(=O)CO2	7%	-1.9%	2%	-6%	8%	0%	-8%	13%
CC(OC(=O)CC1CC2CCC1C2)C(=O)Nc1ccc(N2CCOCC2)cc1 (stereo not given)	-4%	-3.3%	-3%	-8%	0%	-6%	-1%	1%
CCC1=NN(C(=O)C(=O)Nc2ccc(OC)cc2)C(O)(C(F)(F)F)C1 (stereo not given)	13%[38.3 µM]	1.8%	9%	3%	-10%	1%	-6%[46.1 µM]	26%
Cc1ccc(S(=O)(=O)N(Cc2cc3ccc(C)cc3[nH]c2=O)c2ccccc2)cc1	.	-1.0%	.	-2%	-4%	4%	-52%	.
CCOC(=O)C1=C(CC)Nc2ccccc2N=C1NC(=O)c1ccc(S(=O)(=O)N2CCOCC2)cc1	11%	0.0%	0%	-1%	-18%	15%	-28%	3%
COc1ccc(C2CC(=O)C=C(NC3CCCC3)C2)cc1 (stereo not given)	12%	3.9%	-2%	3%	-2%	4%	13%[46.1 µM]	-18%
CC1CN(/C(=N\S(=O)(=O)c2ccccc2)c2ccccc2)CC(C)O1 (stereo not given)	.	-1.2%	.	0%	3%	5%	15%	.
Cc1cc(C)nc(/N=C(\N)Nc2ccc(SC(F)F)cc2)n1	.	-0.2%	.	20%	9%	9%	-12%	.
CCOC(=O)N1CCC(NC(=O)c2ccc3c(=O)n4c(nc3c2)CCCC4)CC1	-3%[38.3 µM]	-1.0%	-1%	i	-12%	-6%	6%[46.1 µM]	3%
CS(=O)(=O)c1cnc2c(S(=O)(=O)c3ccccc3)cnn2c1N	3%	2.8%	4%	i	-29%	4%	6%	8%
O=c1c(CN2CCN(c3ccccn3)CC2)coc2ccccc12	18%	0.9%	-2%	5%	2%	-4%	0%	1%
O=C(O)CCN1C(=O)/C(=C/c2cn(-c3ccccc3)nc2-c2cccs2)SC1=S	11%	0.0%	-3%	9%	1%	9%	14%	.
CCOC(=O)c1csc(NC(=O)Nc2cccc(OC)c2)n1	-1%	5.7%	1%	-6%	7%	7%	-9%[46.1 µM]	-35%[inhibitor]
CCN1C(=S)SC(=O)C1=C1C=C(C)N(CCO)C(C)=C1	31%[activator][38.3 µM]	14µM*	7%	0%	-12%	10%	?	-17%
CCOC(=O)c1c(-c2cccs2)csc1NC(C)=O	24%	2.3%	2%	-3%	8%	-2%	23%[46.1 µM]	-17%
CCn1nc(C)c(/C=N/NC(=O)CSc2ccccn2)c1C	.	-1.3%	.	-6%	6%	-2%	16%	.
CCC(=O)Nc1c2c(nn1-c1ccccc1C)CSC2	0%	0.0%	1%	0%	-9%	4%	-9%[46.1 µM]	-18%
CC(C)(C)n1nc2c(c1NC(=O)COc1ccc3ccccc3c1)CS(=O)(=O)C2	69%[activator][38.3 µM]	0.8%	1%	-1%	-5%	29%	-5%[46.1 µM]	-18%
CCCn1nnc(NC(=O)/C=C/c2cc(Br)ccc2OC)n1	-8%	-1.4%	6%	-3%	?	6%	-10%	-3%
CCOC(=O)C1CCCN(c2c(NCC3CCCN3CC)c(=O)c2=O)C1 (stereo not given)	-3%[38.3 µM]	-0.2%	-3%	-8%	2%	2%	-2%[46.1 µM]	-5%
N[C@@]1(C(=O)O)CN[C@@H](C(=O)O)C1	-5%	1.1%	.	i	.	4%	.	-7%
CCN1CCN(S(=O)(=O)c2cccc([N+](=O)[O-])c2)CC1	10%[38.3 µM]	-3.2%	0%	-1%	0%	4%	-3%[46.1 µM]	18%

Structures shown so far with a thiophene ring, fused or not, in the order listed:
SMILES	IMPase Li cell	Epigenetic reg	KinaseGlo FLuc	RECQ1 inh	KDM4E inh	RGS12 GoLoco inh	NPSR antagonist	SMN2 splice enh
CC(=O)c1ccc(N2Cc3ccccc3C2=NC(=O)c2cccs2)cc1	-8%	2.3%	-4%	-9%	-16%	-1%	-2%	14µM*
Cc1cc(N2CCN(C)CC2)nc2ccc(NC(=S)NCc3cccs3)cc12	9%	-2.7%	-2%	1%	?	-2%	-24%	-6%
O=C(O)CCN1C(=O)/C(=C/c2cn(-c3ccccc3)nc2-c2cccs2)SC1=S	11%	0.0%	-3%	9%	1%	9%	14%	.
CCOC(=O)c1c(-c2cccs2)csc1NC(C)=O	24%	2.3%	2%	-3%	8%	-2%	23%[46.1 µM]	-17%

Not all compounds are listed (hit frequency here may not be typical).
